FBW7 act = FBW7 E3 ligase activators, primary screen, biochemical, AlphaScreen, human; 0.13% of 650,000 active; AlphaScreen FBW7–phospho-cyclin E peptide binding, activator screen; F-box/WD repeat-containing protein 7 (Homo sapiens), Q969H0; AID 1259310, 2017; normalized activity (activation), % at 26.1 µM; in the data active = normalized activity above about 1.9%;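 note: purified mutant Fbw7 with reduced substrate affinity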
MITF inh = MITF inhibitors, primary screen, biochemical, AlphaScreen, human | Microphthalmia-associated transcription factor (Homo sapiens), O75030 | 0.91% of 650,000 active | AlphaScreen MITF homodimerization, bead proximity signal | inhibition, % at 2.6 µM; in the data active = inhibition above about 50%;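 note: 0% = vehicle wells with protein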
Target sequence (O75030 whole entry, looked up): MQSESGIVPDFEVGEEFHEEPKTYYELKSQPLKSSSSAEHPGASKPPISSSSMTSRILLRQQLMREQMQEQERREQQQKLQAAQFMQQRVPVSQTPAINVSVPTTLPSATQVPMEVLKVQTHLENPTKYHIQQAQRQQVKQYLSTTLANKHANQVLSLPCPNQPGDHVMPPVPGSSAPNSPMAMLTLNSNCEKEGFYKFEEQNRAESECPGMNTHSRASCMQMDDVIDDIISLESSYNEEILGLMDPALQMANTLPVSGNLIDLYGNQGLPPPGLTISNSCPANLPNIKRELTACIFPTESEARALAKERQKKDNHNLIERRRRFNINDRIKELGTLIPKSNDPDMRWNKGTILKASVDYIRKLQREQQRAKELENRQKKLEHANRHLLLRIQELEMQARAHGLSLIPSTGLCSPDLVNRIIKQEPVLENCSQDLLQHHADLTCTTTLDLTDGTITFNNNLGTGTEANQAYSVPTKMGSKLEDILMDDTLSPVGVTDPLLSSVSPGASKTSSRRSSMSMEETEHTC
TEAD-YAP block = TEAD-YAP interaction inhibition, primary screen, TEAD-YAP interaction inhibitor project, luminescence, HEK-TIYL cells; TEAD-Gal4/YAP UAS-luciferase luminescence; inhibition, % at 9.12 µM; 1.4% of 640,000 active; AID 1259422, 2018; in the data active = inhibition above about 32%;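 note: 0% = median of test compound wells and 100% = reference inhibitor wells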
GPR151 activ = activators of human GPR151, primary screen, cell-based, PathHunter beta-arrestin, luminescence; PathHunter beta-arrestin GPR151 cells; activation, % at 11.2 µM; 1% of 650,000 active; in the data active = activation above about 4.9%;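 note: 0% = median of compound wells and 100% = cells with positive control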
Target sequence (Q8TDV0 whole entry, looked up): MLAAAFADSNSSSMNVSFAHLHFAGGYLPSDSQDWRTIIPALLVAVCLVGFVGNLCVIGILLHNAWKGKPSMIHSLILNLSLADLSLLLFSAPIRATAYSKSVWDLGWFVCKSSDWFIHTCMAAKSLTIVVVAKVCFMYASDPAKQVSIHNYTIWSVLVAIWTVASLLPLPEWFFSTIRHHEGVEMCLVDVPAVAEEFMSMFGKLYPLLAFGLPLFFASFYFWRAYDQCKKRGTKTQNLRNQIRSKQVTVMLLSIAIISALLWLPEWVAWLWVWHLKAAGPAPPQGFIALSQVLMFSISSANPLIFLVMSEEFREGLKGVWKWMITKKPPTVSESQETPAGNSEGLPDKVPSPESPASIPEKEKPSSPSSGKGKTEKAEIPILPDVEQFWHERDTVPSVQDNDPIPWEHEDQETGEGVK
The depositor's hits bear a star; x = not tested or not shown.

A first look (three entries):
SMILES	FBW7 act	MITF inh	TEAD-YAP block	GPR151 activ
CCc1ncc(C(O)(c2ccccc2)c2ccccc2)n1C	-0.1	-4	-1	-0.4
CNC(=O)/C(C#N)=C/c1ccc(-c2ccc(C(=O)OC)cc2)o1	0.3	16	-5	-0.6
CCN(CC(=O)Nc1ccc(OC)cc1)c1ccc(C(N)=O)cc1[N+](=O)[O-]	0.1	7	3	-1.1

The listing (from the top)
SMILES	FBW7 act	MITF inh	TEAD-YAP block	GPR151 activ
CCc1ncc(C(O)(c2ccccc2)c2ccccc2)n1C	-0.1	-4	-1	-0.4
CNC(=O)/C(C#N)=C/c1ccc(-c2ccc(C(=O)OC)cc2)o1	0.3	16	-5	-0.6
CCN(CC(=O)Nc1ccc(OC)cc1)c1ccc(C(N)=O)cc1[N+](=O)[O-]	0.1	7	3	-1.1
C=CCn1c(SCc2ccccc2Cl)nc2c1c(=O)[nH]c(=O)n2C	0.2	9	53*	-0.3
CC(=O)Nc1ccc(NC(=O)CSc2ccc(-c3cccs3)nn2)cc1	-0.1	-9	3	-4.3
COC(=O)c1ccc2c(=O)n(CCO)c(=S)[nH]c2c1	0.1	6	-5	0.0
CC1=CC2=NC(=O)/C(=C\c3cccn3CCOc3cc(C)ccc3C)C(=N)N2O1	0.0	8	16	0.3
O=C(Nc1ccccc1OC(F)F)c1cccnc1Cl	-0.1	-5	1	0.0
Cc1ccccc1NC(=O)c1c(C)nc(SCC(=O)OCc2ccccc2)c(C#N)c1-c1ccc(Cl)cc1	0.2	9	7	-0.6
O=C(O)CCCN1C(=O)/C(=C\c2ccccc2)SC1=S	0.6	18	25	-1.1
COc1cccc(CN2CCN(C(=O)c3ccc(CN4CCCCC4)o3)[C@@H](C)C2)c1	0.3	21	-2	-0.2
Cc1cc(-n2nc(C)cc2C)nc(NS(=O)(=O)c2ccccc2)n1	-0.1	2	-4	0.8
Nn1c(SCC(=O)N2CCCC2)nnc1-c1cccs1	0.3	9	-9	-0.9
Cc1nn(CC(=O)OCC(=O)c2c(N)n(CC(C)C)c(=O)n(C)c2=O)c(C)c1[N+](=O)[O-]	0.1	7	-3	0.9
Cc1ccc(C(=O)O)cc1N1C(=O)c2ccc(Oc3ccc([N+](=O)[O-])cc3)cc2C1=O	0.3	-11	0	6.8*
COc1ccc(NC(=O)CCN2C(=O)c3ccccc3C2=O)c2ccccc12	0.4	-3	11	1.6
Cc1ccccc1-c1nc(SCC(=O)O)c2c(=O)n(C)c(=O)n(C)c2n1	0.4	3	-3	1.5
CSCCC(C(=O)Nc1ccc(Br)cc1)N1C(=O)C2C3c4ccccc4C(c4ccccc43)C2C1=O (centres undefined)	0.0	-4	7	1.1
COC(=O)c1ccccc1NC(=O)C1CCCN(S(C)(=O)=O)C1 (centres undefined)	0.0	-16	1	-1.3
O=C1OC(c2cc(F)c(F)cc2Cl)=N/C1=C\c1ccc2ccccc2c1	0.0	-13	-3	0.9
N#Cc1cc(N2CCCCC2)c([N+](=O)[O-])cc1C#N	0.1	-2	-3	0.4
c1ccc(-n2cnc3c(NCCN4CCOCC4)nc(N4CCN(Cc5ccc6c(c5)OCO6)CC4)nc32)cc1	-0.2	-5	5	-1.1
COc1cc([N+](=O)[O-])ccc1NC(=O)Nc1cccc(NC(C)=O)c1	0.0	-15	14	0.0
COC(=O)c1ccc(CN2CCC(N(CC3CC3)S(=O)(=O)c3cccs3)CC2)cc1	-0.2	-1	0	2.4
COc1cc2nc(NC(=O)c3ccc(F)cc3)sc2cc1OC	0.3	-8	-21	-1.0
CCOc1cccc(CNc2ccc(NC(=O)CC)cc2)c1O	0.1	13	0	2.3
CC(C)CNS(=O)(=O)c1ccc(CCC(=O)NCCc2ccccc2)cc1	0.0	-4	-4	-1.4
O=C(c1ccc2[nH]ncc2c1)N1CCNCC1	0.0	0	0	1.0
O=C(Nc1cccc(Br)c1)c1ccccc1[N+](=O)[O-]	-0.1	-3	-4	-1.0
COc1ccc(NC(=O)C2=C(C)Nc3nc(CCCO)nn3C2c2ccccc2)cc1 (centres undefined)	0.0	15	3	-0.7
O=C(CNC(=O)c1ccccc1)OCc1ccc(C(=O)Oc2ccccc2)cc1	0.0	10	9	-0.6
COc1cc2nc(-c3cccc(OC(F)(F)F)c3)nc(NCCc3ccccn3)c2cc1OC	0.0	8	2	1.5
O=C(COc1ccccc1)Nc1nc2c(s1)C(=O)CC(C(=O)N1CC3CCC1C3)C2 (centres undefined)	0.0	-6	-26	-1.3
COc1ccc(-c2nc3ccccc3nc2NN)cc1	0.1	9	7	-1.0
COc1ccccc1N1CCN(S(=O)(=O)CCNC(=O)c2ccc(F)cc2)CC1	-0.2	0	13	0.5
NC(=O)CS(=O)(=O)c1nc2ccccc2n1CC(=O)N1CCCCC1	-0.1	-1	7	-0.6
CC(C)c1nnc2n1CCN(C(=O)/C=C/c1cccnc1)CC2	0.0	-17	-2	-1.0
Cc1ccc(S(=O)(=O)N2CCC(NC(=O)c3ccccc3C)CC2)cc1	0.2	10	9	0.9
COC(=O)C(=O)/C=C(\O)c1c(F)c(F)c(OC)c(F)c1F	0.1	15	-3	-2.8
Cc1cc(C)cc(N=C2NC(=O)/C(=C/c3ccc(OCc4ccc(Cl)cc4Cl)cc3)S2)c1	-0.1	1	0	1.2
CC(=O)c1ccc(NC(=O)/C(=C\c2cccc([N+](=O)[O-])c2)NC(=O)c2ccco2)cc1	0.6	0	4	2.4
CCOCCCNC(=O)C1c2ccccc2C(=O)N(CC(C)C)C1c1cccs1 (centres undefined)	0.6	2	5	-0.9
OCC(O)C1OC(Nc2ccc(Cl)cc2)C(O)C1O (centres undefined)	-0.1	0	2	0.0
O=C(/C=C/c1cccc(F)c1)N1CCC(Oc2cccc(CN3CCOCC3)c2)CC1	0.1	-7	8	2.3
O=C(Nc1cc(F)cc(F)c1)c1ccc(N2CCCC(C(=O)O)C2)c([N+](=O)[O-])c1 (centres undefined)	-0.1	6	11	0.7
Cc1nc2cc(-n3ccc(=O)cc3)ccc2n1-c1ccccc1	0.1	5	2	1.9
CCCCOc1ccc(/C=c2\sc3nc(-c4cccs4)nn3c2=O)cc1OC	0.3	0	-2	-0.5
COc1ccc(-c2nc3ccccc3c(=O)n2NC(=O)c2cc(Cl)ccc2OC)cc1OC	0.0	-9	-5	-2.0
NC(C(=O)N1CCC(Nc2ccc3[nH]ncc3c2)C1)c1ccc(Cl)cc1 (centres undefined)	-0.7	24	2	0.1
Nc1nnc(SCC(=O)n2c3c(c4c2CCCC4)CCCC3)s1	0.1	9	-1	1.1

Later entries:
SMILES	FBW7 act	MITF inh	TEAD-YAP block	GPR151 activ
OCCCc1nc2n(n1)C(c1ccccc1Cl)C=C(c1ccc(F)cc1)N2 (centres undefined)	-0.1	-9	-1	-1.5
Cc1ccn2cc(-c3cccc(Br)c3)nc2c1	0.5	9	-3	-6.1
CC(=O)N1c2ccccc2N=C(c2ccc(Cl)cc2)CC1c1ccc(F)cc1 (centres undefined)	0.1	11	-2	-0.9
CCCCCCCC(=O)Oc1ccc(C(=O)Nc2nc3ccccc3s2)cc1	0.1	18	-46	2.0
O=C1CN(C(=O)COC(=O)c2cc([N+](=O)[O-])ccc2NCCO)c2ccccc2N1	0.0	-3	3	-0.5
COc1ccc(N2CCN(c3ncnc4sc(C(=O)N5CCOCC5)c(C)c34)CC2)cc1	-0.1	-6	-1	-1.0
COc1ccc(CNC(=O)c2cnn3c2NC(c2ccc(F)cc2)CC3C(F)(F)F)cc1 (centres undefined)	-0.1	6	10	-0.6
CCCc1ccc(C(=O)COc2ccc(-n3cnnn3)cc2)cc1	0.0	-10	-1	0.7
CN(C)CCNC(=O)c1cccc(-c2cnc3[nH]c(=O)n(C4CCOCC4)c3n2)c1	-0.3	-6	4	2.9
CCCN(CCC)CCNC(=O)c1sc2ncn(CC(=O)N3CCCCC3C)c(=O)c2c1C (centres undefined)	-0.1	-4	6	-0.3
O=C(O)/C=C/C(=O)Nc1ccc(SC(F)(F)F)cc1	0.1	2	5	-0.9
CCCCn1c(SCC(=O)Nc2cc(F)ccc2F)nc2c(oc3ccccc32)c1=O	0.3	13	-2	-1.5
Cc1ccc(C(=O)O)c(C(=O)Nc2nc3ccc(S(C)(=O)=O)cc3s2)c1	0.1	0	3	-1.3
COc1cccc(C(=O)NCCNc2nc3c(C)cccc3cc2C#N)c1	0.1	-2	-7	-0.2
COc1ccccc1-c1cc(C(=O)Nc2cc(C)on2)no1	-0.1	12	-5	-0.5
O=C(COc1cccnc1)Nc1ccc(-c2cn[nH]c2)cc1OCCN1CCCC1	0.0	-17	-4	-0.6
COc1ccc2sc(=S)[nH]c2c1	0.0	7	-5	-1.6
CCOC(=O)c1[nH]c2ccccc2c1N=CN(C)C	0.0	-1	-7	-0.2
CC1CCCCC1NC(=O)c1ccc(C#N)cc1 (centres undefined)	0.2	14	-4	-2.2
COC(=O)c1nn2c(C(F)(F)F)cc(-c3ccc(Br)o3)nc2c1Br	0.1	6	-2	-0.2
CCCCOc1ccc(NC(=O)Nc2ccccc2N2CCNC(=O)C2)cc1	0.1	-5	-28	-1.7
CCOc1ccc(/C(O)=C2\C(=O)C(=O)N(CCCN3CCOCC3)C2c2ccccc2F)c(C)c1 (centres undefined)	0.1	5	5	-0.4
CCn1c2ccccc2c2nc3cc(OC)c(OC)cc3nc21	0.2	-11	7	-0.6
COc1ccccc1N(C(=O)c1ccc(C)cc1)c1nc(C(F)(F)F)c(-c2ccccc2)s1	-0.1	5	-31	-0.2
O=C(Nc1ccc(N2CCOCC2)cc1)c1cccnc1Cl	0.0	2	-3	0.1
O=[N+]([O-])c1ccc2nsnc2c1	0.1	-11	-4	0.4
O=c1c2c(-c3ccccc3)csc2ncn1/N=C/c1ccc(O)c(O)c1O	-0.3	62*	11	-1.2
CCCOC(=O)/C(=C\c1cccc2ccccc12)NC(=O)c1ccccc1	0.1	11	-10	2.3
O=C(N/N=C/c1cc([N+](=O)[O-])ccc1O)c1cccc([N+](=O)[O-])c1	-0.2	6	1	0.1
COc1ccc(NC(=O)N2CCCC2)c(OC)c1	0.0	22	4	-2.1

The last four entries of the part above lead into the next.
SMILES	FBW7 act	MITF inh	TEAD-YAP block	GPR151 activ
O=c1c2c(-c3ccccc3)csc2ncn1/N=C/c1ccc(O)c(O)c1O	-0.3	62*	11	-1.2
CCCOC(=O)/C(=C\c1cccc2ccccc12)NC(=O)c1ccccc1	0.1	11	-10	2.3
O=C(N/N=C/c1cc([N+](=O)[O-])ccc1O)c1cccc([N+](=O)[O-])c1	-0.2	6	1	0.1
COc1ccc(NC(=O)N2CCCC2)c(OC)c1	0.0	22	4	-2.1
O=C(Nc1ccccc1C(=O)Nc1cccc(Cl)c1)c1ccccc1F	0.0	-1	15	-0.1
Cc1cc(N2CCC(C(=O)Nc3nnc(C(C)C)s3)CC2)n2ncnc2n1	0.1	1	20	0.4
O=C(NC1CCCC1)c1ccccc1F	0.1	-3	-4	1.5
Cc1ccc(COc2ccc3c(=O)c(-c4ccccc4Cl)coc3c2)cc1	-0.1	-5	2	0.6
CC(=O)Nc1ccc(NC(=S)NC(=O)c2cccs2)cc1	-0.1	13	-11	0.2
CN(C)CCNC(=O)c1ccc2c(c1)NC(=O)C1CCCN21 (centres undefined)	0.3	9	0	0.1
Cn1c(=O)c2c(nc(N3CCCCC3)n2CC(=O)c2ccccc2)n(C)c1=O	0.1	8	-1	0.0
Cc1ccc2occ(C(=O)c3ccc(Cl)cc3)c(=O)c2c1	0.0	7	4	0.7
Cc1ccc(C(C[N+](=O)[O-])c2c(-c3ccccc3)n(O)c3ccccc23)cc1 (centres undefined)	-0.2	2	2	1.4
Cc1cc(C)c(C)c(OCCN2CCCC2)c1	0.0	-4	-3	0.3

By substructure: the entries above containing bromine.
SMILES	FBW7 act	MITF inh	TEAD-YAP block	GPR151 activ
CSCCC(C(=O)Nc1ccc(Br)cc1)N1C(=O)C2C3c4ccccc4C(c4ccccc43)C2C1=O (centres undefined)	0.0	-4	7	1.1
O=C(Nc1cccc(Br)c1)c1ccccc1[N+](=O)[O-]	-0.1	-3	-4	-1.0
Cc1ccn2cc(-c3cccc(Br)c3)nc2c1	0.5	9	-3	-6.1
COC(=O)c1nn2c(C(F)(F)F)cc(-c3ccc(Br)o3)nc2c1Br	0.1	6	-2	-0.2

(next part)
SMILES	FBW7 act	MITF inh	TEAD-YAP block	GPR151 activ
CCNc1nc(NCC)n2c(SCC(=O)c3ccc(OC)c(OC)c3)nnc2n1	-0.7	69*	7	2.1
N#C/C(=C\c1ccc2c(c1)OCO2)c1[nH]nc(N)c1C#N	0.1	13	-55	1.0
COCCNC(=S)N(CCc1c(C)[nH]c2ccccc12)Cc1cccnc1	0.7	-2	0	-1.5
CCOC(=O)CCCCN(Cc1ccccc1F)S(=O)(=O)c1ccc(F)c(C(=O)Nc2cc(Cl)cc(Cl)c2)c1	0.2	7	9	2.0
COC(=O)C1=C(C)N(Cc2ccccc2)C(=O)N[C@H]1c1cccc(C(F)(F)F)c1	-0.2	-10	x	8.6*
O=C(Nc1cccc(NC(=O)c2ccc(Cl)cc2Cl)c1)c1ccc(I)o1	-0.2	-9	1	-0.5

Source: PubChem BioAssay

Rows are unselected; any-hit rate near 3.5%.
